FBPA Giardia inh: qHTS Assay for Inhibitors of Fructose-1,6-bisphosphate Aldolase from Giardia Lamblia. A8B2U2. purified Giardia FBPA. Potency, µM (titrated, usually from 59.6 µM), for the others: at the highest dose activity, negative = inhibition, hits mostly inhibitors. 290,000 compounds, 0.71% hits. AID 2451, 2010; note: potency is the fitted concentration of half-maximal effect; nearly all actives have a fitted effect of over 55% in size
Target sequence (A8B2U2 whole entry, looked up): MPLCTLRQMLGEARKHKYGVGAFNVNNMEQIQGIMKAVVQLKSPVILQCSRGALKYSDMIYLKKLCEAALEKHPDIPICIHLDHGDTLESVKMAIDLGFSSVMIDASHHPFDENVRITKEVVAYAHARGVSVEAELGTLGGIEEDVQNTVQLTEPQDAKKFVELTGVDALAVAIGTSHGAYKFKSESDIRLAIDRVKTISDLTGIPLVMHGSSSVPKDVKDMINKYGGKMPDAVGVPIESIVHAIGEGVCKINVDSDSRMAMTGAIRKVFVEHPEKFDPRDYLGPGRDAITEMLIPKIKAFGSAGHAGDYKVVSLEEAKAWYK
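40 nM FBPA preincubated 10 min at RT with compound (up to 57.5 uM final), then substrate plus GAPDH/TPI/NAD/arsenate coupling and diaphorase/resazurin added. Fluorescence read after 20 min at RT, 525/598 nm.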
AmpC inh detg: qHTS Inhibitors of AmpC Beta-Lactamase (assay with detergent) | AID 485294, 2010 | Potency, µM (highest dose often 114 µM), inactives show at the highest dose activity change, negative = inhibition, actives largely listed as inhibitors | AmpC hydrolysis of nitrocefin, absorbance 480 nm, 0.01% Triton | 370,000 compounds, 0.041% hits | P00811;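 note: potency is the fitted concentration of half-maximal effect; 0% = no-compound wells and -100% = no-enzyme wells; nearly all actives have a fitted effect of over 25% in size; some results filed as inactive show a strong effect at the top dose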
Target sequence (P00811 whole entry, looked up): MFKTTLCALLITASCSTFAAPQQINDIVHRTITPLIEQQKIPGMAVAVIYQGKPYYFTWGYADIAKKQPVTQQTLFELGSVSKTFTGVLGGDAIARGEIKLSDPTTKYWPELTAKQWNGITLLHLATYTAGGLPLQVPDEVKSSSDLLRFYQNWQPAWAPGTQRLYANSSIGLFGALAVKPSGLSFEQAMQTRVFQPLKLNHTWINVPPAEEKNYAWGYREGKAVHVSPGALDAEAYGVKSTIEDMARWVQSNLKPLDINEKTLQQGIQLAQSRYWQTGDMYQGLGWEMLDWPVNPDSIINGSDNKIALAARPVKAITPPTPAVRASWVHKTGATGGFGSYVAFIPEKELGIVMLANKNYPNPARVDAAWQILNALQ
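AmpC (5.3 nM in the dispensed reagent) in 20 mM phosphate pH 7.0 with 0.01% (detergent screen) or 0.0001% Triton X-100 was preincubated with compounds for 15 min at room temperature. Nitrocefin was then added from an 800 uM solution, and hydrolysis was followed at 480 nm.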
AmpC inh no detg: qHTS Inhibitors of AmpC Beta-Lactamase (assay without detergent). 330,000 compounds, 0.52% hits. Potency, µM (doses to about 57.1 µM), inactives show at the highest dose activity change, negative = inhibition, hits mostly inhibitors. AmpC nitrocefin hydrolysis, absorbance 480 nm, 0.0001% Triton. AID 485341, 2010. P00811;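 note: potency is the fitted concentration of half-maximal effect; plate controls were no compound for no effect and no enzyme for full effect; nearly all actives have a fitted effect of over 20% in size; some results filed as inactive show a strong effect at the top dose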
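20 mM phosphate pH 7.0 + 0.01% (detergent screen) or 0.0001% Triton X-100; 5.3 nM AmpC reagent; cpd preinc 15 min RT; nitrocefin (800 uM stock) to start; A480 q20 s × 4 min; Activity was normalised to no-enzyme and no-compound control wells.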
Sm TGR block: qHTS Assay for the Inhibitors of Schistosoma Mansoni Peroxiredoxins | Schistosoma mansoni thioredoxin glutathione reductase (TGR), Q962Y6 | purified TGR, DTNB reduction, TNB absorbance 405 nm | Potency, µM (highest dose often 114 µM), inactives show at the top dose activity change, negative = inhibition, hits mostly inhibitors | 360,000 compounds, 3% hits | AID 485364, 2010; note: potency is the fitted concentration of half-maximal effect; nearly all actives have a fitted effect of over 60% in size
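First, TGR (20 nM dispensed) and NADPH were mixed with compound. Second, a 15 min room-temperature incubation followed. Third, further NADPH and then DTNB were added to start the reaction. Finally, TNB absorbance was monitored kinetically.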
HCMV inh: qHTS Assay for inhibitors of the human cytomegalovirus (HCMV); activity change, negative = inhibition, % at 57.5 µM; AID 1259415, 2018; HFF cells, HCMV-luciferase reporter, 72 h; stronger effect = lower value; 410,000 compounds, 4.5% hits; in the data active = activity change below about -60%; inconclusive = no clear call, values can overlap the other calls; inactive = above about -39%
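Screen run at 2 compound doses on HFFs infected with reporter HCMV, MOI 1 PFU/cell. Luciferase activity from cell lysates at 72 h post infection gave inhibition relative to buffer-only and Salinomycin wells.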
AMA1-RON2 inh: qHTS for Inhibitors of AMA1-RON; Towards Development of Antimalarial Drug Lead: Primary Screen; 360,000 compounds, 0.2% hits; Plasmodium falciparum AMA1 (3D7) - RON2 peptide interaction; AlphaScreen AMA1-biotinylated RON2 peptide binding; Potency, µM (highest dose often 58.2 µM), inactives show top-dose activity change, negative = inhibition, usual class: inhibitors;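 note: potency is the fitted concentration of half-maximal effect; 0% = vehicle wells and -100% = peptide control; nearly all actives have a fitted effect of over 45% in size; some results filed as inactive show a strong effect at the top dose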
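AMA1 (3D7) with his tag at 25 nM final met compounds first, then biotinylated RON2 peptide at 25 nM; detection used donor plus acceptor beads, 10 µg/mL apiece, read by AlphaScreen after 30 min at room temperature.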
An asterisk follows results filed as active; ? = inconclusive; . = not tested or not shown; & = joins results of further samples; ! = not active in a repeat; [ ] = another dose, or the depositor's remark. Unless noted, calls come from the whole dose curve; as a rule, active = well fitted curve in the direction sought with a large enough effect; inconclusive = small, poorly fitted or top-dose-only effect, or another doubt; inactive = no such curve, though single readings can be large; an effect the other way counts as inactive or inconclusive. Unless noted, % is set by controls: 0 for no effect and ±100 for the full control effect. Hits appear at their usual frequency; any-hit rate near 7.8%.

Compound,FBPA Giardia inh,AmpC inh detg,AmpC inh no detg,Sm TGR block,HCMV inh,AMA1-RON2 inh
CC1=C(c2ccc(C)cc2)S(=O)(=O)NC1=NCCCN1CCN(c2ccc(F)cc2)CC1,.,15%,.,-5%,-9,.
N#Cc1cc2c(=O)n3ccccc3nc2n(-c2ccc(Cl)cc2)c1=O,0%,-1%,-12%,3%,-60*,-22%
COc1ccc(C(=O)Nc2cc(C)c(NC(=O)c3ccccc3OC)cn2)cc1,-19%,4%,177%[activator],-7%,-24,-18%
CCOC(=O)c1c(/N=C/C2=C(O)CC(C)(C)CC2=O)sc(C(C)=O)c1C,-1%,-6%,-17%,-20%,-36,22%
O=c1[nH]c(=S)[nH]c2c1CN(Cc1ccc(F)cc1)CC2,?,3%,-19%,-2%,?,-3%
COc1cnc(-c2ccccc2)nc1Sc1ccccc1,-3%,?,-14%,-7%,16,12%
Oc1oc(-c2ccccc2Br)nc1C=Nc1ccc(Br)cn1,0%,6%,-31%,3%,?,9%
COc1cc(C(CC(=O)NCc2ccccc2)N2Cc3ccccc3C2=O)cc(OC)c1OC (stereo unspecified),.,14%,.,7%,10,.
CC[C@@H]1C(c2ccccc2)=NN(c2ccc(Br)cc2)[C@H]1C(=O)N1CCOC1=O,-21%,.,0%,.,-2,48%[activator]
CC(CC(=O)NCc1ccco1)S(=O)(=O)c1ccc2c(c1)CCN2C(=O)C1CC1 (stereo unspecified),.,7%,-22%,2%,64,-3%
CCCCN1CC(=O)N2[C@H]3c4ccc(OC)cc4OC[C@@H]3[C@H](c3ccccc3)[C@]2(C)C1=O,.,3%,97%[activator],1%,18,-6%
Cc1cc(NC(=O)CCC(=O)N(c2ccc(F)cc2)C(C(=O)NC2CCCC2)c2ccncc2)no1 (stereo unspecified),11%,-15%,19%,-20%,0,3%
Cn1c(Cl)c(C(=O)Nc2ccccc2)c2ccccc21,-3%,1%,-21%,1%,76,3%
C=C1N(CCCCCC(=O)O)C(=O)OC12CCCCC2,2%,?,-14%,-10%,-18,0%
COC(=O)C1CCN(C(=O)COC(=O)CNS(=O)(=O)c2ccc(SC)c([N+](=O)[O-])c2)CC1,.,-4%,22%,-2%,3,-11%
Cc1n[nH]c(C)c1CNCc1c(C(=O)N2CCCCCCC2)nc2ccc(Cl)cn12,0%,-6%,6%,-12%,-8,8%
CCn1nc(NS(=O)(=O)c2ccccc2)c2cc3ccc(C)cc3nc21,.,2%,-25%,-1%,25,10%
CC1(C)Oc2ccc3ccc(=O)oc3c2/C(=C/Nc2cccc(O)c2)C1=O,-8%,3%,-12%,1%,-35,-15%
CCOC(=O)c1cc(-c2ccc(C)cc2)n(CCC(=O)NCCN(C)C)c1C,-4%,-6%,177%[activator],-5%,-21,-21%
COc1ccccc1Nc1nc(-c2ccccc2)c(CC(=O)O)s1,.,-5%,.,-28%,-8,.
Cc1ccc(NC(=O)N(CCCN2CCOCC2)Cc2cccnc2)cc1C,2%,-9%,-5%,5%,51,6%
O=C(CCNC(=O)c1ccccc1Cl)NCC1COc2ccccc2O1 (stereo unspecified),.,-13%,-4%,-4%,-20,-3%
CC1(C)CC(NC(=O)Nc2ccc([N+](=O)[O-])cc2)CC(C)(C)N1,6%,-10%,-6%[11.4 µM],-10%,-20,-16%
CCCCN(CCCC)C(=O)CSc1nnc(-c2cc(OC)c(OC)c(OC)c2)o1,12%,5%,140%[activator],1%,-1,-7%
CCCc1nc2ccccc2c(=O)n1CC(=O)c1ccc(OC)cc1,9%,-7%,1%,-3%,38,-6%
CCc1noc(C)c1C(=O)N1CCCSC1=Nc1ccccc1Cl,.,-10%,16%,1%,?,-12%
COc1ccccc1-n1c(CNC(=O)c2ccccc2)nnc1SCC(=O)Nc1nnc(C)s1,0%,1%,-22%,4%,-11,-2%
CCCN1Cc2cccc(C(=O)NCCc3ccccc3)c2C1=O,1%,0%,19%,11%,-24,-3%
CN(CC1CCCO1)S(=O)(=O)c1ccc(C(=O)Nc2nccs2)cc1 (stereo unspecified),1%,-2%,-8%,-9%,6,28%
CC(=O)Oc1ccc(C(=O)Nc2cccc(NC(=O)c3ccco3)c2)cc1,15%,-2%,-14%,1%,-18,16%
COCCCn1c(O)c(/C=C2\N=C(C#N)C(=Nc3ccc(C)cc3)O2)sc1=S,?,1%,-39%,-26%,?,23%
O=C(CCCCCn1c(=S)[nH]c2ccccc2c1=O)NCc1ccc2c(c1)OCO2,9%,-1%,43%[activator],-7%,-31,-5%
Cc1nn(-c2ccc(F)cc2)c(Cl)c1/C=C(\CC(=O)O)c1nc2ccccc2s1,24%,?,2%,?,17,0%
Cc1ccccc1C(=O)/C=C1/c2ccccc2CC(C)(C)N1C,-8%,1%,116%[activator],4%,30,-17%
COc1ccc(NC(=O)CN(C)CC(=O)c2c(C)[nH]c3ccccc23)cc1,.,0%,-24%,?,35,38%[activator][11.6 µM]
O=C(Cn1nnnc1-c1ccccc1F)Nc1ccc(F)c(F)c1,.,2%,.,2%,-29,.
COc1ccc(-n2c(=O)c3ccc(C(=O)NCc4ccc(C)cc4)cc3n(CC(=O)Nc3ccc(C)cc3)c2=O)cc1,.,0%,.,1%,-71*,.
Cc1ccsc1C(=O)C1CCCN(Cc2cn(C)nc2-c2ccccc2)C1 (stereo unspecified),4%,1%,67%[activator],8%[57.1 µM],-16,-6%
Cc1cc(N=Nc2ccc(Cl)cc2)cc(CN2CCOCC2)c1O,-7%,-3%,63%[activator],?,-2,?
COc1ccc(/C(=N\O)c2ncc(C(F)(F)F)cc2Cl)cc1,-4%,-11%,-24%,4%,-22,9%
Cc1ccc(CCNC(=O)C2CC(=O)N(CCc3ccc(C)cc3)C2)cc1 (stereo unspecified),.,8%,.,-1%,-33,.
Cc1cc(C)c(NC(=O)/C(=C/c2ccco2)c2ccccc2)c(C)c1,-1%,-8%,-22%,25µM*,1,-3%
O=C(NCCc1cccc(F)c1)C1CCC(=O)N(C2CCCCCC2)C1 (stereo unspecified),2%,-8%,174%[activator],-18%,28,-2%
CCOc1ccc2ccccc2c1C(=O)N[C@@H]1C(=O)N2[C@@H]1SC(C)(C)[C@@H]2C(=O)O,-6%,5µM*,5.6µM*!,5%&9%,-3&-3,14%&12%
COC(=O)c1ccccc1NC(=O)/C=N/O,-1%,-4%,-20%,0%,-2,11%
Cc1ccc(CN2CCC(n3nccc3NC(=O)CCOc3ccccc3)CC2)o1,1%,?,19%,-27%,-38,14%
CC1CC(C)CN(CC(=O)c2ccc(OC(F)F)cc2)C1 (stereo unspecified),4%,-3%,-14%,-5%,0,12%
O=C(Nc1cccnc1)c1cnn2c(C(F)F)cc(C3CC3)nc12,3%,0%,.,8%,0,-5%
CC(=O)N/C(=C\c1ccc(F)cc1)C(=O)NC(C(=O)O)C(C)C (stereo unspecified),2%,?,-12%,7%,?,-1%
COC(=O)C1=C(c2ccc(Cl)c(C(F)(F)F)c2)C[C@@H]2CC[C@H]1N2C(=O)NCc1ccc2c(c1)OCO2,.,-6%,-20%,-25%,-13,19%
Cc1cc(C)cc(-n2c(C)cc(C(=O)CSc3nnnn3C)c2C)c1,-5%,-3%,9%,-21%,-19,-12%
O=C1CSC(c2ccccc2)N1c1nc(-c2ccc(Cl)cc2Cl)cs1 (stereo unspecified),7%,-9%,-25%,3%,-6,-12%
Cc1nn(-c2ccccc2)c2sc(C(=O)C(C#N)c3ccccn3)cc12 (stereo unspecified),0%,?,-1%,-14%,.,.
Cc1ccc(S(=O)(=O)NCCOCCNS(=O)(=O)c2ccc(C)cc2)cc1,0%,-12%,-10%,2%,-12,8%
CCc1cc(=O)oc2cc(C)cc(OCC(=O)NCCCn3ccnc3)c12,-13%,-8%,-10%,0%,18,-8%
O=C(Cc1ccc(Cl)cc1)N1CCN(c2ccc(F)cc2)CC1,4%,-7%,41%,-15%,1,0%
COc1ccc(C(=O)NCCNC(=O)c2ccccn2)cc1,8%,0%,-19%,8%,-9,11%
Cc1cc(NC(=O)CSc2nc(Cc3ccc(O)cc3)c(C)[nH]2)no1,-30%,-9%,-28%,?,-5,18%
CCCOc1ccc(C2C(=O)N(C3CCCCCC3)CC(=O)N2Cc2ccco2)cc1OC (stereo unspecified),-2%,?,89%[activator],-6%,-4,-12%
CN(C)S(=O)(=O)c1cccc(N=c2scc(-c3ccc4c(c3)NC(=O)CO4)n2CC2CCCO2)c1 (stereo unspecified),-12%,-3%,25%,-7%,?,-21%

Full records from above:
`CC(=O)N/C(=C\c1ccc(F)cc1)C(=O)NC(C(=O)O)C(C)C` (stereo unspecified) in the list: FBPA Giardia inh: 2%; AmpC inh detg: ?; AmpC inh no detg: -12%; Sm TGR block: 7%; HCMV inh: ?; AMA1-RON2 inh: -1%
`CCOc1ccc2ccccc2c1C(=O)N[C@@H]1C(=O)N2[C@@H]1SC(C)(C)[C@@H]2C(=O)O` in the list: FBPA Giardia inh: -6%; AmpC inh detg: 5µM*; AmpC inh no detg: 5.6µM*!; Sm TGR block: 5%&9%; HCMV inh: -3&-3; AMA1-RON2 inh: 14%&12%

Next part:
Compound,FBPA Giardia inh,AmpC inh detg,AmpC inh no detg,Sm TGR block,HCMV inh,AMA1-RON2 inh
COc1ccc(Nc2nc(NCC3CCCO3)nc(N)c2[N+](=O)[O-])cc1 (stereo unspecified),-1%,-9%,-6%,-3%,28,12%
COc1ccc(Cl)cc1C(=O)N1CCN=C1SC,9%,-15%,?,-3%,55,11%
CCOC(=O)C1(Cc2cccc(OC)c2)CCN(Cc2cccc3c2OCO3)CC1,-6%,-2%,14%,3%,-39,?
COc1ccc(OC)c(/C=N/NC(=O)c2cc3c(OC)c(OC)ccc3[nH]2)c1,0%,-9%,-36%,-14%,57,-3%
Nn1c(SCC(=O)Nc2ccccc2Oc2ccccc2)nnc1C1CC1,.,-16%,-34%,1%,-25,4%
COc1ccc(NC(=O)CSc2nnc(Cc3cccn3C)n2-c2ccc(F)cc2)cc1OC,-20%,-14%,135%[activator],45µM*,6,-7%
COc1ccccc1NC(=O)CCN1CCCCCC1,0%,?,-16%,-26%,?,16%
Cc1ccccc1NC(=O)Cn1c(=O)n(Cc2ccc3c(c2)OCO3)c(=O)c2ccc(C(=O)NC3CCCCC3)cc21,.,0%,.,0%,-5,.

High-throughput results: PubChem BioAssay, National Center for Advancing Translational Sciences (NCATS)
